Screening data as filed in PubChem.
Lipid droplet – modulators of hepatic lipid droplet formation | AML12 mouse hepatocytes, oleate lipid droplets, BODIPY imaging | inhibition, % at 6.5 µM | 240,000 tested, 0.4% active;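 active = lipid droplet intensity inhibited by at least 50%, with more than 500 cells counted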
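System: AML12 hepatocytes (mouse). Probe or stimulus: oleic acid at 100 µM to induce lipid droplet formation. Times: overnight treatment with compound plus oleate. Detection: Image-based BODIPY and DAPI two-channel analysis. Evaluation: percent inhibition of filter-corrected integrated lipid droplet intensity per well.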
NOD2 inhibition – NOD2 signaling inhibitors, cell-based, luminescence, uHTS, HEK293 (AID 1566) | 290,000 tested, 0.63% active | HEK293 NOD2/NF-kB luciferase reporter, luminescence; higher % means a stronger effect | inhibition, % at 4 µM, or EC50 in µM where a hit was titrated; in the data active = inhibition above about 50%; also: many of its hits are not listed in these tables
Lipid droplet cells 6.5 µM – recorded beside Lipid droplet, whose call it bears; cell count; measured here: cell count, cytotoxicity flag;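 cells counted across two imaged fields per well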
The depositor's hits bear a star. Some of the compounds tested; count on the stated rates, not on these rows.

SMILES | Lipid droplet | Lipid droplet cells 6.5 µM | NOD2 inhibition
CC1(C)Cc2c(cnn2-c2cccc(F)c2)C(NC(=O)CSc2ccncc2)C1 (configuration not stated) | -6 | 841 | 1%
Cc1c(NC(=O)c2ccccc2NC(=O)c2ccccc2)cccc1C(=O)O | 9 | 829 | 28%
CC(=O)Nc1ccc(NC(=O)CSc2nnc(NC(=O)c3ccco3)s2)cc1 | 37 | 777 | -4%
Cc1cccn2c(=O)c3cc(C(=O)NC4CCCCCC4)sc3nc12 | 18 | 769 | 14%
CC(C)(C)[C@H]1CCC(=O)N([C@H](CN=[N+]=[N-])Cc2ccccc2)CC1 | -47 | 798 | -29%
Cc1ccc(S(=O)(=O)Cc2ccc([N+](=O)[O-])cc2)cc1 | 6 | 840 | 27%
Cc1ccc(-n2nc3c(c2NC(=O)c2ccc4c(c2)OCO4)CS(=O)(=O)C3)cc1C | -32 | 699 | 3%
NC(=O)CSc1nc2ccccc2c(=O)n1-c1ccccc1 | -3 | 834 | 4%
Cc1cc(NC(=O)C2CC(=O)N(c3cccc(Cl)c3)C2)no1 (configuration not stated) | -25 | 739 | 5%
Cc1ccoc1C(=O)N1CCCC(CO)(Cc2ccc(F)cc2)C1 (configuration not stated) | -12 | 678 | 8%
COc1cccc(/C=C2\SC(=O)N(CCC(=O)N3CCC(C(=O)O)CC3)C2=O)c1 | 14 | 742 | 9%
O=C(Nc1ccc2ccccc2c1)c1ccccc1O | -44 | 779 | -124%
COc1ccc(NC(=O)CCCC(=O)OCC(=O)c2cccc(OC)c2)cc1 | 2 | 694 | 0%
O=C(CN1CCN(S(=O)(=O)N2CCOCC2)CC1)Nc1ccc(Cl)c(Cl)c1 | 15 | 780 | 3%
O=C(CSc1nncc(=O)[nH]1)Nc1cccc([N+](=O)[O-])c1 | 5 | 879 | 68%*
Cc1cc(=O)n2nc(N3CCC(C(=O)NCc4ccccc4Cl)CC3)sc2n1 | 1 | 740 | -1%
CSc1nsc(SCC(=O)Nc2cc(C(=O)O)ccc2C)n1 | 7 | 743 | -23%
Cc1ccc(C(=O)Nc2ccc(C(=O)N3CCCCC3)cc2)o1 | -1 | 795 | -5%
N#Cc1cc(S(=O)(=O)N2CCOCC2)ccc1N1CCOCC1 | -2 | 702 | -11%
O=S(=O)(/N=C(/Nc1cccc2ccccc12)c1ccccc1)c1ccc(Br)cc1 | 10 | 712 | -30%
COc1ccc(-c2cc(C(=O)NCC3CCCO3)c3cc(C(C)C)ccc3n2)cc1 (configuration not stated) | -16 | 688 | 29%
Nc1nc(SCCO)[nH]c(=O)c1NC(=O)c1ccc(Br)o1 | 5 | 812 | 4%
COc1ccc(C)cc1NC(=O)c1ccccc1N(C)S(=O)(=O)c1ccccc1 | -1 | 851 | -3%
Cc1cc2c(cc1S(=O)(=O)CCC(=O)NCCc1ccccc1)OCC(=O)N2 | 0 | 788 | 2%
c1csc(-c2nc(N3CCOCC3)c3ccccc3n2)c1 | 2 | 761 | 9%
CCCCn1c(-c2ccc(OC(F)F)cc2)nc2c1c(=O)[nH]c(=O)n2CC(C)C | -3 | 809 | -8%
CCOc1ccc(CCNC(=O)COC(=O)/C=C/c2ccc(OC)c(OC)c2)cc1OCC | 94* | 662* | 1%
Cc1ccc(OCCNCc2ccccc2)c(C)c1 | -10 | 842 | -4%
Cn1c(Br)nc2c1c(=O)n(Cc1ccccc1)c(=O)n2C | -17 | 823 | 5%
CC(C)CC(=O)Nc1nnc(SCC(=O)Nc2nccs2)s1 | 10 | 912 | 1%
CN(CC1CCOCC1)C(=O)CC1C(=O)NCCN1Cc1cccc(F)c1 (configuration not stated) | 18 | 857 | 18%
CCc1ccc(-c2cc3c(=O)n(CC(=O)NCCCN4CCC(Cc5ccccc5)CC4)nc(C)n3n2)cc1 | -16 | 637 | -6%
Cc1ccc(S(=O)(=O)/N=C2/NC(=O)/C(=C\c3cc(Br)cc(Br)c3O)S2)cc1 | 9 | 724 | -112%
Nc1nonc1-n1nnc(C(=O)N/N=C/c2cc(Br)cs2)c1-c1ccccc1 | -3 | 803 | 8%
Cc1cccc(N2CCN(S(=O)(=O)c3cc(-c4cc(C)no4)ccc3C)CC2C)c1 (configuration not stated) | 18 | 728 | 34%
Cc1ccc(CCC(=O)Nc2ccc([N+](=O)[O-])cc2)o1 | 0 | 811 | 0%
Cc1cccc(-n2nnnc2SCC(=O)Nc2ccc(N3CCN(C)CC3)cc2)c1 | -14 | 810 | 7%
Cc1c(O)nc(SCC(=O)Nc2nccs2)n(-c2ccccc2F)c1=O | -28 | 652 | -19%
Cc1cccc(/C=N/NC(=O)c2ccc3c(c2)OCCO3)c1O | -9 | 634 | -87%
COc1ccc(C2CC(=O)C(C=NCCCO)=C(O)C2)cc1 (configuration not stated) | -11 | 790 | 4%
O=C(CCN1C(=O)/C(=C\c2cccc(Br)c2)SC1=S)N1CCOCC1 | 0 | 864 | -20%
Cc1ccnc(NC(=O)CCC(=O)N(CC(=O)NC(C)(C)C)c2ccc3c(c2)OCO3)c1 | 4 | 827 | 1%
O=C(c1ccc(-n2cncn2)c([N+](=O)[O-])c1)N1CCN(S(=O)(=O)c2ccc(Cl)cc2)CC1 | 2 | 828 | 4%
Oc1ccc(C(=S)N2CCCC2)cc1 | 12 | 811 | -5%
COc1ccc(S(=O)(=O)N2CCC(C(=O)N[C@@H](C)C(=O)N3CCCCCC3)CC2)cc1 | -7 | 759 | 17%

Reprinted from the results shown for reference:
SMILES | Lipid droplet | Lipid droplet cells 6.5 µM | NOD2 inhibition
c1csc(-c2nc(N3CCOCC3)c3ccccc3n2)c1 | 2 | 761 | 9%
CCCCn1c(-c2ccc(OC(F)F)cc2)nc2c1c(=O)[nH]c(=O)n2CC(C)C | -3 | 809 | -8%
CCOc1ccc(CCNC(=O)COC(=O)/C=C/c2ccc(OC)c(OC)c2)cc1OCC | 94* | 662* | 1%
Cc1ccc(OCCNCc2ccccc2)c(C)c1 | -10 | 842 | -4%
Cn1c(Br)nc2c1c(=O)n(Cc1ccccc1)c(=O)n2C | -17 | 823 | 5%
CC(C)CC(=O)Nc1nnc(SCC(=O)Nc2nccs2)s1 | 10 | 912 | 1%
CN(CC1CCOCC1)C(=O)CC1C(=O)NCCN1Cc1cccc(F)c1 (configuration not stated) | 18 | 857 | 18%
CCc1ccc(-c2cc3c(=O)n(CC(=O)NCCCN4CCC(Cc5ccccc5)CC4)nc(C)n3n2)cc1 | -16 | 637 | -6%
Cc1ccc(S(=O)(=O)/N=C2/NC(=O)/C(=C\c3cc(Br)cc(Br)c3O)S2)cc1 | 9 | 724 | -112%
Nc1nonc1-n1nnc(C(=O)N/N=C/c2cc(Br)cs2)c1-c1ccccc1 | -3 | 803 | 8%
Cc1cccc(N2CCN(S(=O)(=O)c3cc(-c4cc(C)no4)ccc3C)CC2C)c1 (configuration not stated) | 18 | 728 | 34%
Cc1ccc(CCC(=O)Nc2ccc([N+](=O)[O-])cc2)o1 | 0 | 811 | 0%
Cc1cccc(-n2nnnc2SCC(=O)Nc2ccc(N3CCN(C)CC3)cc2)c1 | -14 | 810 | 7%
Cc1c(O)nc(SCC(=O)Nc2nccs2)n(-c2ccccc2F)c1=O | -28 | 652 | -19%
Cc1cccc(/C=N/NC(=O)c2ccc3c(c2)OCCO3)c1O | -9 | 634 | -87%
COc1ccc(C2CC(=O)C(C=NCCCO)=C(O)C2)cc1 (configuration not stated) | -11 | 790 | 4%
O=C(CCN1C(=O)/C(=C\c2cccc(Br)c2)SC1=S)N1CCOCC1 | 0 | 864 | -20%
Cc1ccnc(NC(=O)CCC(=O)N(CC(=O)NC(C)(C)C)c2ccc3c(c2)OCO3)c1 | 4 | 827 | 1%

Going on with the list.
SMILES | Lipid droplet | Lipid droplet cells 6.5 µM | NOD2 inhibition
Cc1cccc(NC(=O)c2cccnc2Oc2ccccc2)c1C(=O)O | -4 | 713 | 2%
NC(N)=NS(=O)(=O)c1ccc(NC(=S)NC(=O)c2ccncc2)cc1 | 12 | 762 | 10%
CC(=O)N1c2ccc(S(=O)(=O)NCCC(=O)NC3CCCC(C)C3C)cc2CC1C (configuration not stated) | -1 | 715 | 6%
COc1ccc(C)cc1NC(=O)CN(C)S(=O)(=O)c1ccc2c(c1)n(C)c(=O)c(=O)n2C | 13 | 690 | 15%
Oc1ccccc1Cn1nnc2ccccc21 | 3 | 803 | 8%
Cc1ccccc1NC(=O)Nc1ccc2c(c1)OCO2 | -1 | 782 | -42%
COc1ccc(C2/C(=C(/O)c3ccccc3)C(=O)C(=O)N2c2ccccn2)cc1 (configuration not stated) | 1 | 824 | 8%
Cn1c(SCc2ccc(F)cc2)nnc1-c1ccncc1 | -1 | 791 | 2%
COc1ccc(/C=C(\C#N)C(=O)N2COCC2(C)C)cc1 | 1 | 736 | 2%
CCn1c(=O)n(CC)c2cc(N3CCCC3)c(NC(=O)c3cc(Cl)ccc3OC)cc21 | -7 | 757 | -38%
CCOc1ccc(N(CC(=O)NC2CCCC2)C(=O)c2ccc(C)s2)cc1 | -14 | 744 | 2%
O=C(Nc1ccc(-c2cccc(F)c2)cc1)C1CCCN(Cc2ccccn2)C1 (configuration not stated) | 4 | 859 | 6%
CN(C)S(=O)(=O)n1cc(/C=C(\NC(=O)c2ccccc2Cl)C(=O)NCCN2CCOCC2)c2ccccc21 | 8 | 790 | 20%
O=C(Nc1nnc(S(=O)(=O)N2CCCCC2)s1)c1cccc(Br)c1 | 11 | 724 | 39%
COc1ccc(/C=C2/C(=N)N3N=C(CC(=O)N4CCCC4)SC3=NC2=O)cc1OC | 6 | 751 | 12%
COc1ccc(CC(=O)Nc2cccc3ccccc23)cc1OC | -21 | 773 | 19%
CCOc1ccc(NC(=O)CSc2nnc(NC(=O)C3CC3)s2)cc1 | 2 | 776 | 17%
COc1cc(/C=N/NC(=O)c2nnn(-c3nonc3N)c2C(C)C)ccc1O | 20 | 709 | 16%
Cc1cccc(CCNC(=O)c2cccc(N3CCCC3=O)c2)c1 | -18 | 697 | -12%
Cc1nnc(SCC(=O)NNC(=O)COc2ccc(Cl)cc2)n1C | -4 | 745 | 27%
CCc1ccc(NC(=O)Cn2ncn3c(cc4ccccc43)c2=O)cc1 | -9 | 736 | -4%
COC(=O)Cc1c(O)ccn(CCc2ccc(S(N)(=O)=O)cc2)c1=O | 2 | 674 | -25%
Cc1cccc(NC(=O)CSc2cn[nH]n2)c1 | 16 | 802 | -21%
COC(=O)c1ccc(N(CC(=O)NCC2CCCO2)C(=O)CCC(=O)Nc2cc(C)on2)cc1 (configuration not stated) | 2 | 794 | -18%
Cc1c(Cl)cccc1NC(=O)CCS(=O)(=O)c1cccc2nonc12 | -11 | 743 | 5%
COc1ccc(CC(=O)NCC2CCCN(Cc3ccccc3OC)C2)cc1 (configuration not stated) | -2 | 831 | -18%
Cc1ccccc1C(=O)N(C)c1ccccc1C(=O)NCc1ccccc1 | -23 | 843 | 1%
O=C(Nc1ccccc1O)C(c1ccccc1)c1ccccc1 | 0 | 846 | 29%
O=C(C1CC(=O)N(c2ccc(Cl)cc2)C1)N1CCCCCC1 (configuration not stated) | 12 | 881 | 5%
CC(=O)Nc1ccc2c(c1)nc(CCNC(=O)c1ccco1)n2C | 25 | 793 | 5%
COc1ccccc1/C=C/C(=O)NCCc1ccccn1 | -4 | 738 | -56%
CCn1c(SCC(=O)Nc2nnc(C)s2)nnc1C(C)NC(=O)c1ccccc1F (configuration not stated) | -9 | 754 | 4%
CN1CCN(CC(O)COc2ccc(C(=O)O)cc2)CC1 (configuration not stated) | -6 | 800 | 13%
O=C(O)Cn1c(O)c(C2=c3ccccc3=NC2=O)sc1=O | 10 | 851 | -10%
CCC(=O)Nc1cc2c3c(c1)CCN3C(=O)CC2 | -2 | 721 | 7%
